TNAP activators = human TNAP enzyme activators, primary screen, biochemical, luminescent, no phosphate acceptor, uHTS (AID 1001). Alkaline phosphatase, tissue-nonspecific isozyme (Homo sapiens). purified TNAP, luminescent activation assay, no phosphate acceptor; higher activation fold means a stronger effect. activation fold at 20 µM, or EC50 in µM where a hit was titrated. hit rate 0.03% among 200,000; in the data active means activation fold from about 3, or a potency from the dose series; inactive means the rest, 99 in 100 with activation fold below about 1.6; further: many of its hits are not listed in these tables
UTI89 phage lysis = inhibition of K1F phage lysis, E. coli UTI89, bacterial capsule biogenesis inhibitors, alamar blue (AID 488966). E. coli UTI89 K1F phage lysis, alamar blue, 2 h; higher % means a stronger effect. inhibition, % at 100 µM; hits with a dose series show IC50 in µM. hit rate 0.02% among 340,000;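 active means phage lysis inhibition, versus mean bacterial control, above a set limit; inconclusive means no clear call, values can overlap the other calls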;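 further: capsule biogenesis inhibitors block K1F phage lysis so surviving cells raise fluorescence; higher fluorescence means more inhibition of phage lysis; actives were called in the ten point dose series up to 300 µM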
PhoP inhibition = inhibitors of PhoP regulon expression, primary screen, Salmonella Typhimurium, GFP reporter (AID 1863); S. Typhimurium PhoP-regulated promoter GFP reporter, 4 h; higher % means a stronger effect; inhibition, % at 50 µM; hits with a dose series show IC50 in µM; hit rate 0.16% among 300,000;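 active means inhibition over 29.93%, a cutoff 3 SD above the screen mean, later confirmed by dose response; inconclusive means inhibition over 29.93% but no dose response follow-up; inactive means inhibition at most 29.93% or unconfirmed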;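 further: 0% = low Mg2+ inducing control and 100% = high Mg2+ repressing control; strong numbers were not always called active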
MgcRacGAP inhibition = MgcRacGAP GTPase-activating activity inhibitors, confirmation, biochemical, ADP Hunter fluorescence | Rac GTPase-activating protein 1 (Homo sapiens) | hit rate 0.6% among 340,000 | MgcRacGAP-stimulated Rac1 GTP hydrolysis, ADP Hunter fluorescence; higher % means a stronger effect; GST-tagged Rac1 F28L mutant substrate | inhibition, % at 30 µM, or IC50 in µM where a hit was titrated;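 active means first-screen hits whose inhibition reached a set limit at any dose in the follow-up dose series; inconclusive means inhibition above the set first-screen limit but never retested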;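 further: fluorescence reports GDP produced by GAP-driven GTP hydrolysis; strong numbers were not always called active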
NTR1 ag = agonists of NTR1, primary screen, imaging, U2OS cells, beta-arrestin-GFP, high content (AID 493036); Neurotensin receptor type 1 (Homo sapiens), P30989; NTR1-U2OS beta-arrestin-GFP spot imaging, agonist mode; activation, % at 20 µM; hit rate 0.17% among 330,000;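 active means activation at or above 40% of the spot to cytoplasm intensity ratio, with at least 20 cells analyzed; inconclusive means wells under 20 cells, flagged as cytotoxic or low count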;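 further: 0% = DMSO without peptide and 100% = 100 nM NTR1 peptide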
Target sequence (P30989 whole entry, looked up): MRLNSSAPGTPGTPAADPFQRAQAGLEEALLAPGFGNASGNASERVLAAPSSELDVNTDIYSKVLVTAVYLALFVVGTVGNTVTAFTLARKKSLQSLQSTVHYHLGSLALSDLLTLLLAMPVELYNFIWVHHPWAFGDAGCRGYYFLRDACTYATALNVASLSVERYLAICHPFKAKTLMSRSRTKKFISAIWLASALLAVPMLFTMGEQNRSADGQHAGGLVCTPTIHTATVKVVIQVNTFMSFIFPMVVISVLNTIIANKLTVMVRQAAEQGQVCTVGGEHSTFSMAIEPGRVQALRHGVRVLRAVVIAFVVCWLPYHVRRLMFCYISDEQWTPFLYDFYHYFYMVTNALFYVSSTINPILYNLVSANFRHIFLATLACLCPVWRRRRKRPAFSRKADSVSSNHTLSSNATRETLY
T cell HTS = modulators of CD8 T cell-vesicle binding, primary screen, mouse 2C CD8+ T cells, flow cytometry. hit rate 0.068% among 330,000. calls only at 7 µM. 2C CD8+ T cell-vesicle binding; hits give low values;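 active means response, share of CD8 T cells binding vesicles, and their 90th percentile fluorescence all below set limits, cut at about 80% in these data, passing the limit was not always enough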
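material = purified 2C TCR transgenic mouse naive CD8+ T cells | controls = Unloaded micro-vesicles (low), QL9 vesicles with 0.7% DMSO (high) | detection = cytometric PE anti-B7-1 and Alexa647 anti-CD8 signals after 1% paraformaldehyde fixation | incubation = binding step 1.5 h, 37 °C, antibody labelling 20 min, ice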
Myeloid diff MLP = induction of myeloid progenitor differentiation, primary screen, cell-based, flow cytometry, MLPCN library | ER-HoxA9 myeloid progenitors, lysozyme-GFP differentiation | AID 624256, 2012 | hit rate 1% among 360,000 | calls only at 10 µM;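 active means normalized GFP-positive differentiation at or above the plate's own cutoff, the solvent-only control mean plus 3 SD; inconclusive means no clear call, values can overlap the other calls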;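 further: cells exposed to compound for four days before flow analysis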
RSV antiviral HEp-2 = RSV antiviral activity via CPE protection, HEp-2 cells, primary 10 µM value included (AID 2391); HEp-2 cells, RSV-induced CPE inhibition; higher % means a stronger effect; CPE inhibition, % at 10 µM, or IC50 in µM where a hit was titrated; hit rate 0.13% among 310,000; in the data active means a potency from the dose series; inconclusive means CPE inhibition mostly from about 23% at the one dose, without a potency; inactive means the rest, 99 in 100 with CPE inhibition below about 21%; further: strong numbers were not always called active
Large T inhibition = SV40 large T antigen inhibitors, biochemical (AID 1903). inhibition, % at 20 µM; hits with a dose series show IC50 in µM. hit rate 0.39% among 310,000. SV40 large T antigen ATPase/helicase inhibition assay; higher % means a stronger effect; in the data active means a potency from the dose series; inconclusive means inhibition mostly from about 32% at the one dose, without a potency; inactive means the rest, 99 in 100 with inhibition below about 32%; further: strong numbers were not always called active
T cell HTS vesicle-bound % = further read-out of T cell HTS, marked with its call; double positive events, %; measured here: CD8+ vesicle-bound cell fraction;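 binding gate set so that unloaded-vesicle control wells show 10% double positive cells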
NTR1 ag cell count 20 µM = also measured in NTR1 ag; calls as there; cell count; measured here: cell count, cytotoxicity flag
Myeloid diff MLP GFP+ MAC1+ % = further read-out of Myeloid diff MLP, marked with its call; GFP+ MAC1+ double positive, %; measured here: differentiation confirmed by MAC1 staining
Numbers without * were called inactive; i = inactive; ? = inconclusive; . = not tested or not shown; + = active, no number; [ ] = dose if it differs, or a comment.

SMILES	TNAP activators	UTI89 phage lysis	PhoP inhibition	MgcRacGAP inhibition	NTR1 ag	NTR1 ag cell count 20 µM	T cell HTS	T cell HTS vesicle-bound %	Myeloid diff MLP	Myeloid diff MLP GFP+ MAC1+ %	RSV antiviral HEp-2	Large T inhibition
CC(C)(C)c1ccc(-c2c(C(=O)O)c(C(=O)O)c3n2CSC3)cc1	.	0.2%	-4%	.	1.0	97	i	31	i	0.9	3.0%	9%
COC(=O)C1=C(C)NC(=S)N(C(C)=O)C1c1ccc(OC)c(OC)c1 (centres undefined)	1.1	0.1%	4%	8%	-1.3	53	i	62	i	0.4	1.8%	10%
COc1ccc2oc(C)c(C(=O)NN)c2c1	1.1	1.0%	-6%	18%	-0.2	56	i	13	i	0.6	0.1%	28%
NC(=O)c1ccsc1NC(=O)COC(=O)C1=NNC(=O)CC1	.	0.3%[50 µM]	.	6%	-1.0	101	i	32	i	0.9	1.5%	.
CC(C)N1CCc2c(sc(NC(=O)Cc3ccccc3)c2C(N)=O)C1	.	-0.7%	.	7%	-1.9	40	i	20	i	0.9	0.2%	-6%
COc1ccc(CNC(=O)NCc2ccc(OC)c(OC)c2)cc1OC	1.1	0.3%	1%	7%	-1.8	78	i	33	i	1.2	1.6%	-1%
CN(c1ccc(C(=O)Nc2cccc(O)c2)cc1)S(=O)(=O)c1ccccc1	.	-0.4%	2%	11%	-0.2	59	i	21	i	2.4	?	18%
C=CCSc1nc2sc(C)c(C)c2c(=O)n1CC=C	1.1	0.2%	-7%	4%	1.2	85	i	32	i	0.2	-0.3%	5%
Cc1cc(O)c2c(c1O)C(=O)[C@]13C(=C2O)C(=O)[C@@H]2[C@@H](O)[C@H]1[C@@H]1[C@H](O)[C@H]3C(=O)C3=C(O)c4c(O)cc(C)c(O)c4C(=O)[C@]312	.	-1.7%	.	?	7.0	81	i	12	+	25*	.	.
CN(c1cccc(NC(=O)COc2ccccc2)c1)S(C)(=O)=O	1.1	3.9%	7%	7%	1.5	41	.	.	i	3.1	1.4%	3%
CN(C(=O)COC(=O)COc1ccc2ccccc2c1)c1c(N)n(Cc2ccccc2)c(=O)[nH]c1=O	.	-0.5%	.	5%	-1.4	102	i	52	i	0.7	0.1%	.
C#CCOc1ccc(OC)cc1C(c1c(C)[nH][nH]c1=O)c1c(C)[nH][nH]c1=O	.	0.1%	12%	14%	3.6	52	i	54	i	1.0	0.1%	20%
CCCn1nnnc1NCc1c(Cl)cccc1Cl	1.1	-0.3%	-4%	6%	-0.4	49	i	29	i	0.6	3.0%	15%
O=c1oc2ccccc2c(Nc2ccccc2)c1CN1CCCCC1	.	0.4%	-12%	14%	1.3	43	i	38	i	0.2	-0.9%	11%
COc1ccc(S(=O)(=O)n2ccc(-c3ccc(OCCN(C)c4ccccn4)cc3)n2)cc1	1	0.3%	35%	7%	0.8	73	i	54	i	0.7	4.4%	5%
Cc1ccc2nc(CSc3nnc(Nc4ccccc4F)s3)cc(=O)n2c1	0.7	2.0%[50 µM]	-1%	10%	-1.2	73	i	36	i	0.2	1.6%	5%
COC(=O)CN1C(=O)C2(OCCCO2)c2cc(Br)ccc21	1.1	-1.2%	1%	4%	0.2	83	i	56	i	0.6	1.4%	24%
CC(C)CN(C(=O)COC(=O)c1cc2c(s1)CCC2)C1CCS(=O)(=O)C1 (centres undefined)	1.2	0.2%	-3%	10%	0.3	94	i	53	i	1.1	3.1%	8%
Cc1ccc2c(CC(=O)NC3CCCc4ccccc43)coc2c1 (centres undefined)	1	1.3%	2%	7%	0.6	52	i	36	i	1.0	6.8%	14%
CNc1nc(N)c([N+](=O)[O-])c(Nc2cccc(F)c2)n1	.	-0.2%	-5%	5%	0.8	40	i	28	i	0.4	.	12%
COc1ccc(OCC(O)CN2CCNCC2)cc1 (centres undefined)	.	0.2%	-5%	5%	-0.7	53	i	52	i	0.3	0.7%	6%
Cc1noc(NS(=O)(=O)c2ccc(N/C=C\C(=O)c3cccs3)cc2)c1C	1	-0.2%	0%	4%	-0.1	34	i	48	i	0.1	2.0%	5%
C/C(=N\NC(=S)NC1CCCCC1)c1ccc(O)cc1	1	0.2%	0%	?	2.7	59	i	46	i	0.4	7.1%	24%
Cc1cccc(NC(=O)CN2CCN(CC(=O)NCc3ccc(Cl)cc3Cl)CC2)c1C	.	0.0%[50 µM]	.	3%	-0.2	69	i	46	i	0.4	1.9%	.
COc1ccc2nc(SCC(=O)NCC(F)(F)F)[nH]c2c1	1	0.5%	-5%	6%	-0.1	62	i	34	i	0.5	5.5%	7%
SMILES	TNAP activators	UTI89 phage lysis	PhoP inhibition	MgcRacGAP inhibition	NTR1 ag	NTR1 ag cell count 20 µM	T cell HTS	T cell HTS vesicle-bound %	Myeloid diff MLP	Myeloid diff MLP GFP+ MAC1+ %	RSV antiviral HEp-2	Large T inhibition
Cc1ccc(NC(=O)CSCC(=O)Nc2ncc3c(n2)CC(c2ccco2)CC3=O)cc1 (centres undefined)	1.1	-2.0%	-4%	9%	0.3	65	.	.	i	6.8	1.2%	16%
CCOC(=O)c1c(-c2ccccc2)cn2ccccc12	1	0.4%[50 µM]	8%	7%	3.9	55	i	33	i	0.6	3.2%	-4%
CN(NC(=O)C1CC(=O)N(c2ccccc2)C1)C1=NS(=O)(=O)c2ccccc21 (centres undefined)	1.1	0.0%	1%	-1%	1.9	85	i	56	i	0.8	1.4%	10%
O=C(CCNC(=O)C1CCN(S(=O)(=O)c2ccccc2)CC1)NCc1ccncc1	.	-0.3%	0%	2%	3.7	66	i	8	i	0.0	-0.4%	18%
CCOc1ccc(C2C=C(c3ccc(C)cc3)Nc3nnnn32)cc1 (centres undefined)	1	i	-22%	3%	7.5	92	i	8	i	3.0	17%	25%
COCCNC(=O)/C(C#N)=C/c1ccc(OCc2ccc(F)cc2)cc1	1.1	0.0%	1%	3%	4.6	38	i	48	i	0.7	3.8%	-2%
COc1ccc(OCC(O)CNS(=O)(=O)c2cccs2)cc1 (centres undefined)	.	0.2%	0%	3%	0.9	59	i	25	.	.	0.8%	7%
Cc1c(C(=O)Nc2nc3ccccc3[nH]2)cccc1[N+](=O)[O-]	1.5	3.2%	2%	12%	0.6	56	i	47	i	0.6	3.0%	6%
Cc1ccc(OCC(=O)Oc2c(C)cccc2C)cc1C	.	0.3%	1%	-4%	2.3	62	i	57	i	0.4	1.8%	-1%
CN1C(=O)N(CC(=O)N2CCN(S(=O)(=O)c3ccc4c(c3)CCC4)CC2)C(=O)C12CCCCC2	.	1.1%[50 µM]	.	1%	1.3	43	.	.	i	0.4	.	.
COc1ccc(C(=O)/C=C/C(=O)N(Cc2ccc(F)cc2)C(C(=O)NC2CCCCC2)c2ccncc2)c(O)c1 (centres undefined)	1	0.1%	20%	4%	4.8	80	i	52	i	0.0	?	5%
Cc1ccc(COc2ccc(Br)cc2/C=N/O)cc1	1.1	-6.4%	3%	10%	7.5	57	i	58	i	0.8	17%	-15%
COc1ccc(CCN(C(=O)c2snc(C(N)=O)c2N)C(C)C(=O)NC2CCCCC2)cc1OC (centres undefined)	.	-0.6%	3%	-3%	-0.9	58	i	13	i	1.8	0.7%	3%
O=C(NCc1cccc(F)c1)c1cccc2c1C(=O)c1ccc(N3CCC(Cc4ccccc4)CC3)cc1S2(=O)=O	.	0.7%	.	12%	1.7	53	i	6	+	2.3*	.	.
Cc1cc(C2(c3cc(C)c(NC(=O)CN4CCOCC4)c(C)c3)CCCCC2)cc(C)c1NC(=O)CN1CCOCC1	1.1	.	0%	.	-0.6	42	i	37	.	.	1.4%	11%
CCCCCc1nnc(NS(C)(=O)=O)s1	1.1	5.8%	-18%	4%	-0.6	63	i	50	i	0.4	0.5%	8%
Cn1c(=O)c2c(nc(N3CCCCC3)n2CCCNC2=NCCCC2)n(C)c1=O	1.1	0.0%	5%	8%	0.6	59	i	24	i	0.9	0.0%	11%
Cc1ccc(N2CCN(CCc3nc4cc(NS(C)(=O)=O)ccc4n3C)CC2)cc1	1.1	0.7%	15%	4%	-1.0	80	i	29	i	1.3	2.1%	17%
COc1ccc(-c2cc(CNS(=O)(=O)c3ccc(F)cc3)on2)cc1	1	-4.0%	-8%	6%	0.3	32	i	31	i	0.3	-1.7%	6%
COc1cc(C(=O)N2CCN(S(=O)(=O)c3cccc(F)c3)CC2)ccc1OCC(=O)N1CCOCC1	.	-2.6%	-4%	3%	0.3	47	i	46	i	0.3	0.8%	7%
CCCCC1(C(=O)OCC)CC(CN2CCOCC2)OC1=O (centres undefined)	1	-0.1%	-5%	7%	-2.1	67	i	36	i	0.9	0.5%	0%
Cc1cc(Nc2nc3ccccc3nc2Cl)n(-c2ccccc2C)n1	1.1	-0.1%	-7%	9%	2.3	60	i	20	i	0.9	2.6%	2%
COc1cc(CCCN2C(=O)C(=O)NC[C@@H]2CCCCN)cc(OC)c1OC	.	-1.9%	-2%	1%	-1.2	102	i	53	i	1.7	0.9%	-1%
Cc1ccc(OCCOc2ccc(Br)cc2)c([N+](=O)[O-])n1	1	1.8%	7%	12%	0.3	39	i	36	i	0.9	8.7%	7%
Cc1ccc(CN(c2ccc(C(=O)NCc3cccnc3)cc2)S(C)(=O)=O)cc1	1	4.5%	6%	8%	-0.9	47	i	13	i	7.6	-1.4%	9%

Profiles from above. Values in the order: TNAP activators	UTI89 phage lysis	PhoP inhibition	MgcRacGAP inhibition	NTR1 ag	NTR1 ag cell count 20 µM	T cell HTS	T cell HTS vesicle-bound %	Myeloid diff MLP	Myeloid diff MLP GFP+ MAC1+ %	RSV antiviral HEp-2	Large T inhibition
`Cn1c(=O)c2c(nc(N3CCCCC3)n2CCCNC2=NCCCC2)n(C)c1=O` across the screens: 1.1	0.0%	5%	8%	0.6	59	i	24	i	0.9	0.0%	11%
`Cc1ccc(NC(=O)CSCC(=O)Nc2ncc3c(n2)CC(c2ccco2)CC3=O)cc1` (centres undefined) across the screens: 1.1	-2.0%	-4%	9%	0.3	65	.	.	i	6.8	1.2%	16%
`COc1ccc(OCC(O)CNS(=O)(=O)c2cccs2)cc1` (centres undefined) across the screens: .	0.2%	0%	3%	0.9	59	i	25	.	.	0.8%	7%
